Source: PubChem BioAssay
FID counter: compounds displacing fluorescent DNA intercalator, primary screen, artefact control for HCV NS3 helicase inhibitor project, biochemical, FID fluorescence | DNA fluorescent intercalator displacement | inhibition, % at 7.9 µM | hit rate 0.17% among 290,000 | AID 1845, 2009; in the data active = inhibition above about 37%;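 note: 0% = vehicle and 100% = reference compound; higher means more ethidium bromide displaced from hairpin DNA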
GalR3 antag: GalR3 antagonists in HEK293 cells, primary screen, cell-based, fluorescence readout; Galanin receptor type 3 (Homo sapiens), O60755; HEK293 GalR3-CNG cAMP membrane potential fluorescence; galR3 body fused to GalR1 C-terminus; inhibition, % at 3 µM; hit rate 0.44% among 360,000; AID 651719, 2012;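 active = inhibition above the screen-wide average plus 3 SD, cut at about 13% in these data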;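 note: forskolin and galanin both at EC90 stimulate the cells; cAMP rise reported by CNG channel membrane potential dye signal; 0% = forskolin plus galanin with DMSO and 100% = forskolin alone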
Target sequence (O60755 1-299 limits assumed): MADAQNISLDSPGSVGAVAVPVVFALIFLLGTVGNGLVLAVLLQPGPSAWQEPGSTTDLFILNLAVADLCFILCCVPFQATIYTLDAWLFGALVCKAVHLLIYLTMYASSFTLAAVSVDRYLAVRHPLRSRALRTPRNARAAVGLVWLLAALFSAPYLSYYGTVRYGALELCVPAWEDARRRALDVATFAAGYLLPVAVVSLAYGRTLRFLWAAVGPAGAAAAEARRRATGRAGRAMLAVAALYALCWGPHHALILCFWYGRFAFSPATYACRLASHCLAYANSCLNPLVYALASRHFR
MEKK3 PB1 HTS: modulators of MEKK3-MEK5 PB1 binding, primary screen, biochemical, wildtype MEKK3, multiplex bead flow cytometry, Alexa488-MEK5; Mitogen-activated protein kinase kinase kinase 3 (Homo sapiens), Q99759; binding response (% of control), % at 10 µM; bead-based flow cytometry, Alexa488-MEK5 binding to MEKK3; actives lie on both sides; 0 = blocked by unlabeled MEK5, 100 = vehicle; hit rate 1.4% among 290,000;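 active = binding response more than 3 SD above or below the average of its plate-row segment, actives on both sides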;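 note: Alexa488 bead fluorescence after subtracting the streptavidin-only scavenger bead signal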
Target sequence (Q99759 whole entry, looked up): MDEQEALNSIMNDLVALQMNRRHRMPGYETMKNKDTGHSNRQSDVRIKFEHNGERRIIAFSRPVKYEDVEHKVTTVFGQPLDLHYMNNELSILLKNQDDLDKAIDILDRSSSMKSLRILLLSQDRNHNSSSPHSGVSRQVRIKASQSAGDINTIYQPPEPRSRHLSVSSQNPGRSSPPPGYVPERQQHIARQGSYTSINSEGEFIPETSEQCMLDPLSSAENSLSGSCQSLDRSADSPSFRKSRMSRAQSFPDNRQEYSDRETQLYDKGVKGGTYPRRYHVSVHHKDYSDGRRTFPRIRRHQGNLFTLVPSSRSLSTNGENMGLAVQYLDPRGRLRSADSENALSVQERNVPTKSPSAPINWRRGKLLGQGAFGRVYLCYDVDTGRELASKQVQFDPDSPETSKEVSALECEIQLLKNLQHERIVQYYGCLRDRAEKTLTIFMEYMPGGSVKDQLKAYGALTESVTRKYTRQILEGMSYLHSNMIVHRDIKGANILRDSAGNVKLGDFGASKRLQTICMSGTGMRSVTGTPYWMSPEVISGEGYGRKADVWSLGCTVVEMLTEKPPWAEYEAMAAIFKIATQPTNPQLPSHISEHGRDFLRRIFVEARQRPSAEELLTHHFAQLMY
CRFBP-R2 block: antagonists of CRF-BP/CRF-R2 complex, primary screen, cell-based, HEK293, calcium dye fluorescence, uHTS | inhibition, % at 11.8 µM | CRF-induced calcium fluorescence | hit rate 0.59% among 350,000;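 active = inhibition of the ligand-induced calcium signal above about 50% at the single tested concentration, limit read from the data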
UBC9 SUMO inh: inhibitors of in vitro SUMOylation cascade, primary screen, biochemical, HTRF, uHTS; SUMO-conjugating enzyme UBC9 (Homo sapiens), P63279; HTRF SUMOylation assay, SAE1/SAE2 + UBC9; inhibition, % at 35 µM; hit rate 0.36% among 290,000; AID 2006, 2009; in the data active = inhibition above about 50%, passing the limit was not always enough; note: strong numbers were not always called active
Target sequence (P63279 whole entry, looked up): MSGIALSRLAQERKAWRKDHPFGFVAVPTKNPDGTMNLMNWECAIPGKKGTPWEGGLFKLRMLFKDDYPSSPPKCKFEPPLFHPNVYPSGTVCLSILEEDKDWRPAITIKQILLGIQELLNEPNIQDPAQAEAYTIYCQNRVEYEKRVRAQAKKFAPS
MEKK2 mut-MEK5: MEK5 binding signal on mutant MEKK2 PB1, primary screen, biochemical, multiplex bead flow cytometry, Alexa488-MEK5; hit rate 0.35% among 290,000; Alexa488-MEK5 binding to MEKK2 mutant; percent response, % at 10 µM; AID 1530, 2009; in the data active = percent response above about 24%, passing the limit was not always enough; note: inactives centre near 1; some results filed as inactive read as strong as hits
HCV NS3 hel inh: inhibitors of HCV NS3 helicase, primary screen, biochemical, Cy5 molecular beacon fluorescence; Hepatitis C virus NS3 helicase; NS3 helicase DNA unwinding; inhibition, % at 10.9 µM; hit rate 0.56% among 290,000; AID 1800, 2009;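 active = inhibition above the mean of all tested compounds plus 3 SD, set per campaign, cut at about 35% in these data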;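 note: 0% = DMSO wells and 100% = thioflavine S control wells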
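System: HCV NS3 helicase fragment; control set: DMSO and thioflavine S; technique: Cy5 fluorescence at 0 and 60 min, beacon hairpin quenching; reagent: beacon DNA duplex substrate plus ATP; replicates: singlicate; schedule: 1 h reaction at 25 °C, ATP-initiated; medium: MOPS buffer pH 6.5 with MgCl2, DTT, Tween20, BSA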
MEKK2 WT-MEK5: modulators of MEK5 binding to wildtype MEKK2, primary screen, biochemical, multiplex bead flow cytometry, Alexa488-MEK5; Alexa488-MEK5 binding to MEKK2 WT; actives lie on both sides; binding response (% of control), % at 10 µM; hit rate 1.1% among 290,000; AID 1531, 2009; in the data active = binding response below about 67% or above about 130%
CRFR2-BP ag: agonists of CRF-BP/CRF-R2 complex, primary screen, cell-based, HEK293, calcium dye fluorescence, uHTS. activation, % at 13.2 µM. AID 588473, 2011. CRF-binding protein / CRF receptor 2 complex (human). hit rate 0.46% among 350,000. calcium dye fluorescence (FLIPR); percent of saturating CRF peptide response;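 active = activation of at least 50%, plus an integration ratio under a set limit after plate pattern correction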;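 note: plate controls were neutral control wells without compound for no effect and CRF at EC100 for full effect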
An asterisk follows results filed as active; . = not tested or not shown. Not all compounds are listed, so the mix of outcomes need not match the whole.

SMILES,UBC9 SUMO inh,CRFR2-BP ag,MEKK2 WT-MEK5,MEKK3 PB1 HTS,FID counter,HCV NS3 hel inh,MEKK2 mut-MEK5,GalR3 antag,CRFBP-R2 block
O=C(Nc1ccc(S(=O)(=O)N2CCc3ccccc3C2)cc1)C1CCCO1 (centres undefined),-6,0.9,100,103,-18,7,7,-6,4
COCCNC(=O)C(c1cccc(OC)c1)N(Cc1cccs1)C(=O)Cn1nnc2ccccc21 (centres undefined),12,-1.6,101,98,-20,2,2,-2,9
COc1cc(/C=C(\C#N)c2nc3ccc(C)cc3[nH]2)cc([N+](=O)[O-])c1O,9,-1.9,99,102,-10,4,-1,-3,35
COc1ccc(C(=O)N/N=c2\oc3ccccc3cc2C(N)=O)cc1,8,-4.3,104,103,-9,15,6,-4,-1
CC(=O)Nc1ccc(S(=O)(=O)Nc2nc3ccc([N+](=O)[O-])cc3s2)cc1,13,-0.1,94,98,-12,27,-3,-3,-17
CC1(C)OC(=O)N(CCC(=O)Nc2cccc(F)c2)C1(C)O (centres undefined),0,-0.2,104,102,-2,2,-2,-1,21
COc1ccc(S(=O)(=O)N(CC(=O)NC2CC2)C2CCCCC2)cc1Cl,25,3.0,98,102,-29,-10,-5,-2,10
CCCCNc1nc2c(c(=O)n(C)c(=O)n2C)n1CCC,9,-1.0,106,104,.,.,5,1,-8
Cc1cccc(Cl)c1OCCCN1CCOCC1,8,-0.4,109,106,3,0,4,-9,5
Cn1c(SCC(=O)c2ccccc2)nnc1-c1cccc(N)c1,-12,0.8,105,104,-1,-3,22,3,-3
Cc1cccc(OCC(=O)N(Cc2ccc(F)cc2)C2CCS(=O)(=O)C2)c1C (centres undefined),-3,0.2,96,102,-30,5,-2,-8,-10
COCc1ccc(C(=O)N(C)CC2CCCN(CCc3ccc(Cl)cc3)C2)o1 (centres undefined),6,1.2,101,98,5,0,2,-6,2
Cc1ccc(NC(=O)CCNC(=O)c2ccccc2Cl)nc1,1,-0.3,100,102,-17,22,0,-3,-7
O=C(CNC(=O)c1ccco1)OCC(=O)c1ccc([N+](=O)[O-])cc1,-1,0.6,104,100,2,3,-3,-10,1
O=C(OC1CCOC1=O)c1ccc(Cl)c(S(=O)(=O)N2CCCCC2)c1 (centres undefined),21,0.4,97,99,-8,-5,-2,-1,-2
Cc1cc(NC(=S)NC(=O)c2ccco2)c2ccccc2n1,-2,0.6,96,97,6,-2,-7,-7,3
Nc1c(-c2ccc(Cl)cc2)cnn1-c1cc(C(F)(F)F)cc(C(F)(F)F)c1,7,-0.6,97,100,-5,6,3,-5,-10
COc1ccc(NC(=O)C(=O)NCCN2CCN(C(=O)c3cccc(Br)c3)CC2)cc1,14,-0.5,106,106,-37,-3,9,-3,-2
COc1ccc(CCNC(=O)C2CCCN(C(=O)N(C)C)C2)c(OC)c1 (centres undefined),16,-0.3,96,100,5,-3,-3,-4,-13
O=C(NCCO)c1ccc(CSc2nc3ccccc3[nH]2)cc1,2,0.6,95,96,-2,0,-1,-2,11
COC(=O)c1ccccc1NC(=O)CN(c1ccc(C)cc1)S(C)(=O)=O,-2,-0.5,106,103,-27,-7,5,-9,6
CCSc1nnc(NC(=O)NC(CC)(C(F)(F)F)C(F)(F)F)s1,16,21,99,104,-12,-3,-1,-3,-11
COc1cc(OC)cc(C(C(=O)NC2CCCCC2)N(C(=O)c2ccno2)c2ccccc2)c1 (centres undefined),12,1.4,104,126,-3,-3,1,3,-24
COc1ccc(OC)c(NC(=O)COc2ccc(S(=O)(=O)NC(C)C)cc2)c1,-4,0.0,98,103,-28,-11,1,-1,-15
CN(C(=O)Cn1cc(C#N)c2ccccc21)c1ccccc1,19,-2.0,89,97,-14,-1,-8,-2,10
Cc1[nH]c(C)c(S(=O)(=O)NCc2ccc(Cl)cc2)c1C(=O)N1CCCC1,5,1.4,103,103,-7,6,1,0,-16
CS(=O)(=O)N1CCN(C(=O)c2cc(-c3cccs3)nc3ccccc23)CC1,40,-1.2,97,99,-18,9,-2,4,-19
CCS(=O)(=O)NC(C)C(c1cccs1)N1CCN(c2ccc(F)cc2)CC1 (centres undefined),-11,-1.2,111,105,-13,-2,8,.,-19
CN(C)c1nc(NCc2ccccc2)nc(N/N=C/c2ccc(Cl)cc2Cl)n1,0,0.1,112,107,-1,-3,4,-2,15
Cc1cccc(NC(=O)c2nc[nH]c2C(=O)N[C@@H](Cc2ccccc2)C(=O)OCc2ccccc2)c1,-30,4.4,100,104,.,.,1,-5,-4

Next entries
SMILES,UBC9 SUMO inh,CRFR2-BP ag,MEKK2 WT-MEK5,MEKK3 PB1 HTS,FID counter,HCV NS3 hel inh,MEKK2 mut-MEK5,GalR3 antag,CRFBP-R2 block
CCOc1cc(C2C(C(=O)O)c3cc(OCC)c(OCC)cc3C(=O)N2C)ccc1O (centres undefined),21,-1.0,108,101,-10,6,5,0,-1
Cn1ncc(Br)c1C(=O)NC(=S)N1CCN(c2ccccn2)CC1,12,-1.6,99,103,-2,8,4,1,-1
Cc1nc2ccccc2nc1N1CCC(C)CC1,21,-1.1,99,95,3,4,0,2,-10
O=C(NCc1cccnc1)c1c(O)c2cccc3c2n(c1=O)CCC3,1,-0.2,96,97,-14,8,1,-4,-19
COCCCNC(=S)N1CCC(NC(=O)Nc2ccc(C)cc2)CC1,13,-1.2,96,100,-11,-6,-8,-5,4
CCOc1ccc(/C=N/NC(=O)c2cccc3ccccc23)c(OCC)c1,0,-0.7,91,100,-28,-6,-6,-1,6
CC(C)c1ccc(NC(=O)CSc2nc(-c3ccccc3F)nc3nc[nH]c23)cc1,-44,2.2,120,112,-6,-7,27,-2,6
COc1ccccc1CNC(=O)c1ccc(NS(=O)(=O)c2c(C)noc2C)cc1,28,-0.6,100,106,-19,2,6,3,6
CC1(C)CC(=O)C(C2C3=C(CC(C)(C)CC3=O)OC3=C2C(=O)CC(C)(C)C3)=C(O)C1,2,-1.2,102,101,-7,-9,1,-3,10
COc1ccc(C(=O)Nc2cccc(/C=C(\CCC(=O)O)c3nc4ccccc4s3)c2)cc1,32,-7.9,107,109,-38,-13,6,1,10
O=C(c1ccccc1Oc1nnnn1-c1ccccc1)N1CCOCC1,11,-1.6,106,102,-3,-7,3,-2,13
Cc1ccc2nc(-c3ccccn3)c(Nc3ccccc3C)n2c1,-21,-0.1,105,97,-4,6,6,-3,-6
COc1ccc(CNC(=S)Nc2ccc(F)c(Cl)c2)cc1OC,-4,0.2,110,105,-5,2,7,-6,3
Cc1ccc(N=Nc2ccc(O)c(/C=N\NC(=O)c3ccc(N)cc3)c2)cc1C,29,-0.1,91,97,-3,9,0,-5,9
CCC(C)Sc1nc2c(c(=O)n1C)SC(C)C2 (centres undefined),-10,-4.2,112,106,-8,-9,11,.,-16
CN(C)S(=O)(=O)c1cccc(NC(=O)Cn2cnc3ccccc3c2=O)c1,-7,0.0,106,105,8,-4,15,-5,-19
CC(Sc1nc2ccccc2s1)C(=O)N1CCOCC1 (centres undefined),5,1.7,112,106,-4,2,12,-2,23
O=C1NC(=S)S/C1=C\c1coc2ccc(O)cc2c1=O,-5,-1.5,95,93,6,21,-14,-1,96*
N=c1c2c3c(sc2ncn1Cc1ccccc1)CCCC3,-6,8.4,100,93,0,1,-1,-1,24
O=C(NCc1ccccn1)C(=O)C1C(=O)Nc2ccccc21 (centres undefined),-15,-0.3,94,96,-1,3,-7,-4,-5
CC1CN(CCOc2ccc([N+](=O)[O-])cc2)CC(C)O1 (centres undefined),9,0.3,101,98,5,2,0,-3,10
Cc1nc(-c2ccc(S(=O)(=O)N3CCN(CCc4ccccc4)CC3)s2)cs1,5,-2.4,90,95,-1,-3,-4,0,16
O=C(NCc1ccccc1Cl)c1cnccn1,12,0.0,96,97,0,-1,1,6,3
CC(CNC(=O)c1ccc(Br)o1)NC(=O)c1ccc(Br)o1 (centres undefined),22,-1.5,103,101,-4,2,4,-5,-7
COC(=O)C1=C(O)/C(=C\c2sccc2C)N=C1C,-24,-0.6,103,100,-4,9,2,3,21
O=C(NNc1nc2c(F)cccc2s1)c1cc(=O)c2ccccc2o1,-2,-0.2,99,104,-8,13,2,0,5
O=C(O)CNC(=O)CCn1nnc2ccccc2c1=O,11,5.5,105,100,-3,-1,5,6,16
COC(=O)COc1cccc(/C=N/NC(=O)CCSc2ccccc2)c1,0,-2.6,101,101,-16,1,-2,-1,13
CC(=O)Nc1nnc(SCC(=O)Nc2nc(C)cs2)s1,9,-0.8,104,101,-3,0,4,-3,-10
CCOc1ccc(C2=NNC(c3cccs3)=Nc3ccc(OC)cc32)cc1OCC,-13,-1.2,90,79,-20,6,2,-4,15

Later entries.
SMILES,UBC9 SUMO inh,CRFR2-BP ag,MEKK2 WT-MEK5,MEKK3 PB1 HTS,FID counter,HCV NS3 hel inh,MEKK2 mut-MEK5,GalR3 antag,CRFBP-R2 block
CN1C(=O)/C(=C\c2ccccc2)Sc2ccc(C(=O)N3CCN(c4ccccn4)CC3)cc21,2,.,104,106,-13,-16,2,.,.
CCOC(=O)Cc1cc(=O)c2c(=O)n(-c3ccccc3)[nH]c2[nH]1,10,0.7,98,102,-14,20,-1,-2,5
Cn1c(-c2ccccc2)cccc1=O,-17,-2.7,105,100,-2,-3,4,-6,6
Cc1ccnc2nc(C(=O)OCC(=O)Nc3ccccc3C(C)(C)C)nn12,10,-1.1,84,91,0,-3,-12,-3,-6
O=C(NNC(=O)c1ccccc1OCc1ccccc1)c1ccccc1O,7,-0.5,93,97,-34,-4,-5,-3,-2
Cc1ccc(-c2nc(N/N=C/c3ccccc3[N+](=O)[O-])c3ccccc3n2)cc1,-9,0.8,82,86,2,-1,0,4,-33
COc1ccc(-c2cc(C(=O)NC(C(=O)O)C(C)C)c(C)o2)cc1OC (centres undefined),17,-2.1,95,99,-6,6,-3,-4,-20
COc1ccc(C(CNCC(O)COc2c(C)ccc(C)c2C)N(C)C)cc1 (centres undefined),11,0.2,106,103,15,-47,6,-10,2

Just FID counter, HCV NS3 hel inh and MEKK2 mut-MEK5 (4 entries from above):
molecule | FID counter | HCV NS3 hel inh | MEKK2 mut-MEK5
O=C(NNC(=O)c1ccccc1OCc1ccccc1)c1ccccc1O | -34 | -4 | -5
Cc1ccc(-c2nc(N/N=C/c3ccccc3[N+](=O)[O-])c3ccccc3n2)cc1 | 2 | -1 | 0
COc1ccc(-c2cc(C(=O)NC(C(=O)O)C(C)C)c(C)o2)cc1OC (centres undefined) | -6 | 6 | -3
COc1ccc(C(CNCC(O)COc2c(C)ccc(C)c2C)N(C)C)cc1 (centres undefined) | 15 | -47 | 6
